CHOP inhibitor = blocks CHOP induction under ER stress | inhibition, % at 10 µM | CHO-K1 CHOP-promoter luciferase, tunicamycin-induced, 15-18 h | actives 3.8% (n = 220,000) | AID 2732;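 active means compounds that reduced the stress-induced luciferase reporter signal by more than about 70% of percent inhibition, limit read from the data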;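 further: 0% = tunicamycin plus vehicle and 100% = wells without tunicamycin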
PPC-1+TRAIL kill = PPC-1 cancer cell killing with TRAIL present. actives 0.41% (n = 220,000). PPC-1 cells + TRAIL, ATPLite viability luminescence. cell killing (% activity), % at 4 µM;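 active means cell killing above 50% in the first pass at 4 µM, then a duplicate retest at 5 µM averaging 50% or more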;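 further: plate controls were cells with TRAIL plus DMSO for no effect and medium-only wells lacking cells for full effect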
NPY1 pot ag = human NPY-Y1 potentiation or agonism, primary screen | P25929 | activation, % at 3.6 µM | NPY-Y1 expressing cells, potentiator/agonist activation | actives 0.37% (n = 220,000); in the data active means activation above about 33%, passing the limit was not always enough;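 further: cells stimulated with NPY at EC10 then isoproterenol at EC100; 0% = low agonist plus stimulus and 100% = saturating agonist plus stimulus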
Target sequence (P25929 whole entry, looked up): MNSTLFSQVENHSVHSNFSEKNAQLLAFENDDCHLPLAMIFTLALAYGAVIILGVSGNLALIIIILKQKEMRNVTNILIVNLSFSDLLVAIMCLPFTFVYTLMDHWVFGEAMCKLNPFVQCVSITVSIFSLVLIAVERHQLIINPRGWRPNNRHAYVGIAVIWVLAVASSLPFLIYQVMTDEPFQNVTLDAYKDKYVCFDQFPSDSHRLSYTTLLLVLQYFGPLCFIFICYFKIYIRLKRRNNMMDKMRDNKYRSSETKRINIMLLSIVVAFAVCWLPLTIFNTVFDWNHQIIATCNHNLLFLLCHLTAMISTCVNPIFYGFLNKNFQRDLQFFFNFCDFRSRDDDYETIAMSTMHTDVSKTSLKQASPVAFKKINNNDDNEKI
NPY Y1 blocker = antagonists of human neuropeptide Y receptor Y1 | HEK293-CNG Y1 cells, membrane potential fluorescence; NPY at EC95, then isoproterenol | actives 1% (n = 200,000) | P25929 | inhibition, % at 3.6 µM;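 active means inhibition above the campaign mean inhibition of all tested compounds plus 3 SD, cut at about 20% in these data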;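 further: 0% = DMSO wells given NPY plus isoproterenol and 100% = isoproterenol alone without NPY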
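Material: HEK293 cells co-expressing NPY Y1 receptor and cyclic-nucleotide gated channel. Timing: compound incubation 1 h at room temperature, readout 45 min post-stimulation. Signal: fluorescence, membrane potential probe.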
TRPML3 ag = activates the human TRPML3 channel; Q8TDD5; HEK293 TRPML3-YFP, Fluo-8 calcium fluorescence; 100% = the carbachol control signal; activation, % at 3 µM; actives 0.29% (n = 220,000); AID 1448;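 active means activation above its plate's cutoff, the mean activation of the plate's test wells plus 3 SD, cut at about 12% in these data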;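 further: 0% = DMSO only wells and 100% = carbachol wells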
Target sequence (Q8TDD5 whole entry, looked up): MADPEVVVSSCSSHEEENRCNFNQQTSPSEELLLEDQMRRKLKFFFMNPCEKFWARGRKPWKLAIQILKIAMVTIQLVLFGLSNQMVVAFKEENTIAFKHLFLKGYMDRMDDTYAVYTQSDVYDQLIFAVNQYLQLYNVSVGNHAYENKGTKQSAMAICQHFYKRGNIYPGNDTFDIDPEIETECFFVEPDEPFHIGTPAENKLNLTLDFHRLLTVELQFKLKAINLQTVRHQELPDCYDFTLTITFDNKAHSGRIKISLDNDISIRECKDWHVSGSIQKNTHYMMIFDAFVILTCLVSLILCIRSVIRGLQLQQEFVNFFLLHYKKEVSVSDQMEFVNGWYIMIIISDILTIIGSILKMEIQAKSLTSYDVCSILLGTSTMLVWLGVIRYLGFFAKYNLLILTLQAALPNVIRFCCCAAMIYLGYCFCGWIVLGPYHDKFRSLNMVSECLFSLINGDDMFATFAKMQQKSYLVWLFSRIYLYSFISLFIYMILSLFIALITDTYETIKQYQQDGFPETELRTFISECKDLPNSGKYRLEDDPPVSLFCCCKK
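Test system: HEK293 cells stably carrying human TRPML3-YFP; Doses: single dose, 3 µM final nominal compound, 0.3% DMSO final; Schedule: dye loading 1 h 37 °C then 30 min ambient, 125 s read; Technique: Fluo-8 calcium fluorescence; Benchmarks: high control carbachol 87 µM, low control DMSO.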
14-3-3 Bad PPI = disrupts binding of bovine 14-3-3 zeta to phospho-Bad peptide. TR-FRET 14-3-3zeta/Dy647-pBad peptide displacement, 1 h. AID 781. inhibition, % at 21.7 µM. P63103. actives 0.71% (n = 220,000);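 active means inhibition above about 70%, limit read from the data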;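 further: 0% = full 14-3-3 plus peptide FRET controls and 100% = background without 14-3-3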
EP2 mod = modulators of human EP2 prostaglandin E2 receptor; P43116; EP2-expressing cells, cAMP HTRF FRET, PGE2 co-stimulation; induction, % at 25 µM; actives 0.83% (n = 260,000); AID 940;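 active means compounds whose cAMP rise, as percent of the full-agonist control response, exceeds 60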;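 further: rat C6 glioma line stably carrying human EP2 under a CMV promoter; the protocol text gives 20 µM as final concentration; 100% = response of wells given 1 µM PGE2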
zfTRPN1 agonist = activates the zebrafish TRPN1 channel. AID 1424. HEK293 zebrafish TRPN1-YFP, Fluo-8 calcium fluorescence; 100% = response to 87 µM carbachol. actives 0.18% (n = 220,000). activation, % at 3 µM;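 active means activation above its plate's cutoff, the mean activation of test wells on that plate plus 3 SD, cut at about 19% in these data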;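 further: 0% = DMSO alone and 100% = 87 µM carbachol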
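Control set: carbachol 87 µM as high control, DMSO as low control; system: HEK293 stable line with zebrafish TRPN1-YFP; read-out: % activation versus carbachol response; detection: intracellular calcium fluorescence with Fluo-8; doses: single test compound dose, 3 µM nominal, 0.3% DMSO; schedule: dye 1 h 37 °C plus 30 min RT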
EP2 antag = EP2 receptor (human) inhibition; P43116; AID 1422; actives 0.52% (n = 260,000); inhibition, % at 25 µM; C6 glioma cells expressing human EP2, cAMP TR-FRET; cells stimulated with saturating PGE2;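 active means percent inhibition above 40 after rounding to a whole number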;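 further: rat C6 glioma host cells with rolipram phosphodiesterase inhibitor present; the protocol text gives 20 µM as final concentration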
An asterisk follows results filed as active; · = not tested or not shown; [ ] = dose if it differs, or a comment. Not all compounds are listed; the hit share may differ from the screen's.

SMILES | CHOP inhibitor | PPC-1+TRAIL kill | NPY1 pot ag | NPY Y1 blocker | TRPML3 ag | 14-3-3 Bad PPI | EP2 mod | zfTRPN1 agonist | EP2 antag
COc1ccc(-c2oc(/N=C/N3CCCC3)c(C#N)c2-c2ccc(OC)cc2)cc1 | 21.6 | -7.3 | 10.7 | 1.4 | 0.5 | -8.6 | 18.5 | 1.0 | 9.9
Cc1ccc(S(=O)(=O)N(CC(=O)Nc2ccc(Cl)c([N+](=O)[O-])c2)C2CCCCC2)cc1 | 73.3* | -1.0 | 9.2 | 2.4 | -0.2 | -1.7[fluorescence artefact?] | 5.0 | -0.4 | 6.0
O=C(O)c1ccc2c(=O)n3c(nc2c1)/C(=C/c1cccc(Cl)c1Cl)CCCC3 | 23.6 | 14.2 | 8.1 | 1.9 | 0.9 | -5.5 | 3.5 | 0.2 | 6.2
COc1ccc2c(=O)c(-c3ccccc3)coc2c1 | 57.4 | 32.8 | 9.4 | -1.1 | 0.1 | -7.5 | 15.7 | -3.3 | 11.1
O=C1NC(=Nc2cccc(Cl)c2)SC1Cc1cccc(Cl)c1Cl (configuration not stated) | -14.8 | -28.8 | 6.5 | 0.3 | 0.2 | 5.6 | 11.2 | -0.7 | -2.3
COc1cc2ccccc2cc1C(=O)NC(=S)Nc1nnn(C)n1 | 9.5 | 13.0 | -5.6 | -3.6 | 0.6 | 1.6 | 18.4 | 0.8 | 9.9
CCOC(=O)c1ccccc1NC(=O)CSc1nccn1C | -1.0 | 14.4 | -16.1 | 7.2 | -0.4 | 0.3 | 6.8 | 1.8 | 9.0
Cc1c(OCC(F)(F)F)ccnc1CSc1nc2ccccc2[nH]1 | 3.8 | 8.4 | -5.2 | -3.1 | 2.3 | -5.3 | -11.1 | 5.2 | 6.4
O=C(Cn1cnc2ccccc21)Nc1ccc(C(=O)O)cc1 | 15.5 | 17.6 | 7.2 | 0.1 | 0.4 | 19.1 | -1.6 | -0.3 | 28.7
CCCC(=O)Nc1ccc2c(c1)COC2=O | -8.9 | -11.4 | 4.3 | 3.8 | 1.3 | 2.3 | -2.2 | -0.7 | 16.7
C[C@H](NC(=O)c1ccccc1Cl)C(=O)OCCOc1cccc(Cl)c1 | 14.0 | 10.5 | 11.4 | 4.4 | -0.3 | -1.2 | -45.4 | -2.1 | 3.3
CC(=O)N1CCN(c2ccc(S(=O)(=O)NCCN(C(C)C)C(C)C)cc2[N+](=O)[O-])CC1 | -8.6 | 11.7 | 3.4 | -0.9 | -0.1 | 2.7 | 11.2 | -0.4 | 6.8
COc1cccc(C(=O)OCC(=O)Nc2cc(C)c(C)cc2[N+](=O)[O-])c1 | 18.5 | 15.8 | 0.9 | 10.4 | 0.1 | 2.9[fluorescence artefact?] | 8.0 | -0.1 | 6.6
CNc1ccc([N+](=O)[O-])cc1-c1nc2ccccc2[nH]c1=O | -27.4 | -1.5 | 25.6 | · | 0.4 | 72.7* | 1.1 | 0.6 | 3.9
COc1ccccc1N(CC(=O)Nc1ccccc1C(=O)NC(C)C)S(C)(=O)=O | 55.3 | -8.7 | 7.1 | 2.1 | 0.1 | 6.8[fluorescence artefact?] | 17.3 | 1.3 | 17.5
O=S(=O)(NCc1ccc(Cl)cc1)c1ccc(Cl)nc1 | 33.8 | 5.2 | -6.7 | 6.4 | -0.8 | -8.9 | 29.1 | -0.5 | 8.2
CP(C)(=O)CCP(=O)(c1ccccc1)c1ccccc1 | 20.9 | 6.7 | 14.7 | 1.0 | 0.6 | 1.6 | 13.4 | -0.5 | 6.3
COc1cccc(NC(=O)C(=O)N2CCOCC2)c1 | -19.5 | 10.3 | -9.3 | 5.3 | 0.3 | 10.8[fluorescence artefact?] | -0.8 | -0.1 | 13.1
O=C(CSc1ncnc2ccccc12)NCc1ccco1 | 7.9 | 18.8 | 7.5 | -1.5 | 0.5 | -2.2 | 4.7 | -0.6 | 5.2
Cc1cc(Nc2ccccc2F)n2ncnc2n1 | 1.8 | -1.2 | -3.0 | -0.9 | 0.0 | 5.0 | 4.4 | 0.1 | 8.7
O=C(Nc1ccc(Cl)cc1-c1nc2ccccc2s1)c1ccco1 | -5.0 | -0.4 | -21.0 | 5.7 | 0.3 | -13.2 | 43.5 | 0.1 | 12.1
CC(C)COP(=O)(c1ccc(N(C)C)cc1)C(O)c1cccnc1 (configuration not stated) | -4.8 | -2.5 | 0.7 | · | 0.7 | -3.8 | -16.4 | 2.3 | 4.9
CCCc1nc2sc3c(=O)n(N)cnc3c2c2c1CCCC2 | 74.0* | 16.6 | -1.3 | 4.6 | -0.1 | -6.6 | -33.2 | 0.1 | 11.3
CCc1cc2cc3c(cc2nc1SCC(=O)Nc1nccs1)OCO3 | 44.4 | 15.7 | 21.2 | 2.6 | 0.8 | -9.6[fluorescence artefact?] | 38.6 | 3.2 | 18.5
Cn1c(=O)c2c(-c3cccc(Br)c3)c(C#N)c(N)nc2n(C)c1=O | 3.5 | -2.5 | 19.0 | · | -0.2 | 23.0 | 11.0 | 0.5 | 5.5
COc1ccc(NC(=O)c2ccc(C)cc2Cl)c([N+](=O)[O-])c1 | -22.9 | 23.4 | 17.1 | -1.8 | -0.4 | -7.5 | -36.6 | -1.8 | 19.9
Cc1ccc(CC(=O)N2CCOCC2)cc1 | 8.0 | -2.2 | -15.9 | -4.7 | 1.0 | -6.9 | -11.1 | -0.6 | 12.3
Cc1ccc(C(=O)Nc2ncc3c(n2)CC(c2ccco2)CC3=O)cc1 (configuration not stated) | 3.8 | 30.8 | -4.9 | 1.3 | 0.2 | -8.4[fluorescence artefact?] | -1.1 | -0.6 | 2.9
O=C(Nc1ncnc2sc3c(c12)CCCC3)c1ccncc1 | 1.0 | 2.6 | 5.4 | 3.3 | 0.7 | -0.7 | 9.1 | -1.2 | 3.7
Cc1ccccc1NC(=O)c1nc[nH]c1C(=O)NCc1ccccc1 | 13.4 | 10.4[5 µM] | -19.0 | 7.3 | 0.0 | -6.5 | 24.7 | -1.9 | 19.5
CCN1CCN(c2cc(=O)n(Cc3ccc(F)cc3)c(=O)[nH]2)CC1 | 12.9 | 21.1 | 13.7 | -1.8 | 1.4 | -15.8 | 33.1 | 0.3 | 4.8
Cc1cc(C)cc(OCC(=O)NNC(=O)CN2C(=O)c3ccccc3C2=O)c1 | -2.5 | -4.1 | -21.6 | 0.4 | 0.0 | -4.5 | 17.9 | 0.7 | 4.5
CC(C)(C)C(=O)Cn1c(=N)n(Cc2ccccc2Cl)c2ccccc21 | 50.0 | 28.6 | -9.5 | 11.4 | 0.1 | -8.3[fluorescence artefact?] | 29.9 | -0.8 | 11.5
NC(N)=N/N=C/c1ccc(Br)cc1 | -31.0 | 16.5 | -13.8 | 7.2 | 1.9 | -9.4 | -12.5 | 0.2 | 4.7
CCOC(=O)c1cc2c(n(-c3ccc(Cl)cc3)c1=O)CCCC2=O | 2.9 | 26.6 | -2.1 | 3.2 | -0.3 | -8.2 | -14.1 | -1.9 | 4.8
Cc1cccc(NC(=O)Cn2cc([N+](=O)[O-])cn2)n1 | -6.5 | 7.4 | -7.0 | 1.2 | 0.5 | 1.7 | 17.7 | 0.1 | 1.6
Cc1ccc(SCCNC(=O)c2ccc(C)c(S(=O)(=O)Nc3cccc(C)c3)c2)cc1 | 61.7 | 18.0 | 33.7 | -5.3 | 0.6 | -7.8 | -41.7 | -0.3 | 11.3
C/C(Cl)=C/CSc1nnc2n(N)c(=O)c3ccccc3n12 | -10.4 | 3.8 | 14.9 | 1.9 | 0.5 | 0.5 | 5.6 | -0.1 | 3.5
CS(=O)(=O)N1CCc2cc(S(=O)(=O)N3CCN(Cc4ccc5c(c4)OCO5)CC3)ccc21 | -24.8 | 6.3 | -20.8 | 0.5 | 3.4 | 5.6 | -20.8 | 1.9 | 9.1
CCOC(=O)/C=c1\s/c(=C\c2ccc3cc(OC)ccc3c2)c(=O)n1CC(=O)NCc1ccc2c(c1)OCO2 | -53.4 | 14.9 | -5.1 | -0.2 | 0.4 | 27.8 | 13.1 | 0.6 | 6.1
CCNC(=O)COC(=O)c1cc(C)n(-c2ccccc2)c1C | -7.3 | 11.8 | -5.0 | 1.7 | 0.5 | -7.7 | -8.8 | 1.4 | 4.5
COCc1c(C(=O)OCC(=O)N2c3ccccc3CC2C)oc2ccccc12 (configuration not stated) | 36.8 | 3.4 | -25.0 | 8.9 | 0.4 | -7.0[fluorescence artefact?] | 29.7 | -0.5 | 10.5
CN(C)CCCOC(=O)c1ccccc1 | -36.4 | 20.6 | 3.9 | 3.0 | 0.5 | -5.0[fluorescence artefact?] | 7.9 | 0.0 | 8.8
CCCCOC(=O)CSc1nc2c(cc1C#N)C(=O)CC(C)(C)C2 | 41.7 | -3.1 | 3.0 | 1.6 | 0.2 | 8.1[fluorescence artefact?] | 34.4 | -0.9 | 8.3
COC(=O)CN(c1ccccc1OC)S(=O)(=O)c1ccccc1 | 6.6 | 7.4 | 11.6 | -1.1 | 0.1 | -1.6[fluorescence artefact?] | 29.9 | -0.6 | 5.8
O=C(Nc1ccccc1)c1ccc(N2CCN(c3ccccn3)CC2)c(S(=O)(=O)N2CCOCC2)c1 | -24.7 | -14.4 | -24.1 | 5.0 | 0.2 | -4.3[fluorescence artefact?] | -12.2 | -1.1 | 10.1
COc1ccc(Nc2cc(C(=O)NCCCN3CCN(C)CC3)c3ccccc3n2)cc1OC | 23.4 | · | 10.0 | -5.5 | 0.2 | -14.5 | 4.6 | 0.5 | 15.6
CC(C)CNC(=O)c1cccc(NC(=O)C2CCCO2)c1 (configuration not stated) | 35.6 | 19.1 | -13.3 | -2.9 | 0.5 | 1.7 | 14.1 | 0.3 | 9.4
CN1CCN(C(=S)c2cn(CCOc3ccccc3F)c3ccccc23)CC1 | -10.9 | -13.7 | 12.9 | 10.8 | 1.5 | -3.1 | -30.5 | 1.3 | 7.5
Cc1cccc(NC(=O)CCC(=O)NCCO)c1 | -14.1 | 30.0 | -11.8 | 4.0 | 0.8 | -7.7 | 17.6 | 0.3 | 5.2

Printed as active in CHOP inhibitor, among the entries above:
Compound	CHOP inhibitor	NPY1 pot ag	NPY Y1 blocker	TRPML3 ag	14-3-3 Bad PPI	EP2 mod
Cc1ccc(S(=O)(=O)N(CC(=O)Nc2ccc(Cl)c([N+](=O)[O-])c2)C2CCCCC2)cc1	73.3*	9.2	2.4	-0.2	-1.7[fluorescence artefact?]	5.0
CCCc1nc2sc3c(=O)n(N)cnc3c2c2c1CCCC2	74.0*	-1.3	4.6	-0.1	-6.6	-33.2

From PubChem
